# Screens deposited in PubChem by several laboratories.
# TbMetRS inhib = blocks T. brucei methionyl-tRNA synthetase activity; purified T. brucei MetRS, ATP depletion, Kinase-Glo luminescence; inhibition, % at 11.9 µM; actives 0.4% (n = 360,000);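 active = inhibition above a per-plate cutoff of the control wells' mean inhibition plus 3 SD, cut at about 5.5% in these data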;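 note: 0% = DMSO wells median and 100% = median of wells with control inhibitor compound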
#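 System: purified T. brucei MetRS enzyme / Detection: Kinase-Glo luciferase luminescence reporting remaining unconsumed ATP / Medium: HEPES buffer with MgCl2, KCl, DTT, spermine, BSA, pyrophosphatase / Replication: singlicate, one well per compound / Evaluation: percent inhibition relative to median high and low control wells / Schedule: 2 h aminoacylation at 25 °C after 15 min preincubation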
# CSN inh = inhibitors of human CSN-mediated cullin deneddylation; actives 0.38% (n = 360,000); Purified CSN, SCF-Nedd8-OG deneddylation, fluorescence polarization; inhibition, % at 12.5 µM;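 active = pattern-corrected inhibition above about 35%, with an unprinted fluorescence ratio check between 0.5 and 1.5, limit read from the data, passing the limit was not always enough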;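 note: 0% = enzyme with substrate and 100% = substrate without enzyme; some results filed as inactive read as strong as hits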
#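 Assay system: HEK293T-derived human Csn5 enzyme; quantity: 0.24 nM enzyme; medium: Tris/NaCl/DTT buffer, pH 7.5; also added: substrate SCFSkp2-Nedd8OG, 10 nM; doses: 12.5 µM compound; schedule: 90 min reaction at room temperature; signal: FP; read-out: % inhibition of substrate cleavage by Csn5; benchmarks: substrate-only high control, full reaction low control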
# bovine MsrA act = bovine methionine sulfoxide reductase A activation; AID 602163; activation, % at 10.6 µM; actives 0.3% (n = 360,000); purified bovine MsrA, absorbance read-out; in the data active = activation above about 7.5%;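 note: 0% = vehicle and 100% = reference activator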
# MLLE-PAM2 inh = blocks PAM2 peptide binding to the PABP1 MLLE domain; P11940; GST-MLLE / FITC-PAM2 fluorescence polarization; inhibition, % at 20 µM; AID 588489; actives 0.36% (n = 360,000); in the data active = inhibition above about 35%, passing the limit was not always enough;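 note: plate controls were DMSO wells with GST-MLLE for no effect and wells lacking GST-MLLE protein for full effect; some results filed as inactive read as strong as hits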
# FAS TE block = blocks the thioesterase domain of human fatty acid synthase. recombinant FAS-TE, OMFH fluorogenic substrate, fluorescence endpoint. inhibition, % at 15 µM. actives 0.67% (n = 360,000). AID 602261;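 active = compounds whose normalised, plate-corrected inhibition of enzyme fluorescence in the single-dose primary screen is 50% or more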;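 note: 0% = DMSO with enzyme and 100% = substrate without enzyme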
# eLon inh = inhibitors of E. coli Lon protease; P0A9M0; purified E. coli Lon protease, fluorescence polarization; inhibition, % at 7.94 µM; actives 0.42% (n = 360,000); in the data active = inhibition above about 13%, passing the limit was not always enough;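 note: 0% = enzyme with probe and DMSO and 100% = no enzyme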
# Rin1 Abl inh = inhibitors of human Rin1-Abl protein interaction | TR-FRET Rin1/Abl binding, biochemical | inhibition, % at 7.35 µM | P00519+Q13671 | actives 0.4% (n = 360,000); in the data active = inhibition above about 5%, passing the limit was not always enough
# Target sequence (P00519 whole entry, looked up): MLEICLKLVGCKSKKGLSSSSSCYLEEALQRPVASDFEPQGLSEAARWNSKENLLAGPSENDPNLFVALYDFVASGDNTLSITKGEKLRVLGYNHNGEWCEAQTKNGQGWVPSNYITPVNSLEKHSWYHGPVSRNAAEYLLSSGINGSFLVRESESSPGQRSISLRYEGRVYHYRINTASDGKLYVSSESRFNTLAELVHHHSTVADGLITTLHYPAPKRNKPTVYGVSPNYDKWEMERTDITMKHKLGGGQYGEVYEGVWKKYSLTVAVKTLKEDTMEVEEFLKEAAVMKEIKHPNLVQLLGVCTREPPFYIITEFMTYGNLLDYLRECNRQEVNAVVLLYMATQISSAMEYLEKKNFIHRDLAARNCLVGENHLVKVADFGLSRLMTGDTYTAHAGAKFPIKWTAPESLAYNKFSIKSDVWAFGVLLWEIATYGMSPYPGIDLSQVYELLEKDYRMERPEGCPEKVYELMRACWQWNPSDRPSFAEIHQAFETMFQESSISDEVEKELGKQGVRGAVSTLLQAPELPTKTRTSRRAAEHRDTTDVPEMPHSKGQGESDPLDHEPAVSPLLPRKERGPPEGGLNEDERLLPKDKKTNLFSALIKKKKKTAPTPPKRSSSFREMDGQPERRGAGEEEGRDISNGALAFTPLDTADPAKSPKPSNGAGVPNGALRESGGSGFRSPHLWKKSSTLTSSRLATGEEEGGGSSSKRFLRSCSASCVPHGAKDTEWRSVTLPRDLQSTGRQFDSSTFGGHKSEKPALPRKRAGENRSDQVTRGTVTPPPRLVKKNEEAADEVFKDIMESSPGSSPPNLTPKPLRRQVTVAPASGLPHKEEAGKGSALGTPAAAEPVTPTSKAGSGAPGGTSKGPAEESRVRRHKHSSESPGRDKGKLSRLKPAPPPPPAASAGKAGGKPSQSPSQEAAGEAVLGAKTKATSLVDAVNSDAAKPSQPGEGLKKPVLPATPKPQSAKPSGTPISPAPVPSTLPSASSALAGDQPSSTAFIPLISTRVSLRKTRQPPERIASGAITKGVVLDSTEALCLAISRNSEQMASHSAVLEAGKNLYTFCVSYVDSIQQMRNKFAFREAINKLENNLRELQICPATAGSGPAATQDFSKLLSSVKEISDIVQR
# Target sequence (Q13671 whole entry, looked up): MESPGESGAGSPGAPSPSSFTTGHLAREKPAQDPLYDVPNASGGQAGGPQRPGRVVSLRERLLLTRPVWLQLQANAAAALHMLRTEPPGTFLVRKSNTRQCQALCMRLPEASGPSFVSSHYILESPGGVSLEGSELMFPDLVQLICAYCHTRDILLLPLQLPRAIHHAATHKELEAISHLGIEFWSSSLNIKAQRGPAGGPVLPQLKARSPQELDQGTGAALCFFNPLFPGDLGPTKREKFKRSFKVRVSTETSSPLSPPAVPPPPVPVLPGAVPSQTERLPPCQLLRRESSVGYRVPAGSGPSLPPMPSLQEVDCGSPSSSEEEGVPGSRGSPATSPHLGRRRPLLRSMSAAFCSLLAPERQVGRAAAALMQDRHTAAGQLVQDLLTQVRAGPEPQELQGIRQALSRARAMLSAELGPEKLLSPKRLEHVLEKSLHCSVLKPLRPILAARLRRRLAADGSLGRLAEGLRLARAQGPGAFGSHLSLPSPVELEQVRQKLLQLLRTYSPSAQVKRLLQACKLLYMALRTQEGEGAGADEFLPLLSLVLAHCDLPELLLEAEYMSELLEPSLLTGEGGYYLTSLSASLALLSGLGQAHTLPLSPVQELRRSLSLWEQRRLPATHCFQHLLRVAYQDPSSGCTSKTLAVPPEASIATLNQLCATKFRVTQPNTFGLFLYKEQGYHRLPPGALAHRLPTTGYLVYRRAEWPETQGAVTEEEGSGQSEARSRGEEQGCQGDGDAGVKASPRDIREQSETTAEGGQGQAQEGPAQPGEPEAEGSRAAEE
# Neddyl block = blocks human cullin neddylation; P61081+Q13564; TR-FRET cullin neddylation, biochemical; calls only at 25 µM; actives 0.58% (n = 360,000); AID 651699; in the data active = inhibition above about 36%
# MsrA inhibitor = inhibits bovine methionine sulfoxide reductase A; inhibition, % at 15.5 µM; actives 0.75% (n = 360,000); purified bovine MsrA, absorbance read-out; AID 651718; in the data active = inhibition above about 4.5%;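 note: 0% = vehicle wells with enzyme and 100% = reference inhibitor wells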
# Numbers without * were called inactive; i = inactive; x = no result given; + = active, no number. Random draw from the library; about 4% have a hit in one of these screens.
Compound | TbMetRS inhib | CSN inh | bovine MsrA act | MLLE-PAM2 inh | FAS TE block | eLon inh | Rin1 Abl inh | Neddyl block | MsrA inhibitor
CC(C)(C)C(=O)c1sc(Nc2ccccc2)nc1N | -0.4 | 2.9 | -4.5 | 14.0 | 4.6 | 1.0 | 1.4 | i | 3.0
C/C(=N\NC(=O)C1(C)CC1(Br)Br)c1cccc(NC(=O)C2CCC2)c1 (stereo not drawn) | -1.6 | 0.3 | -8.1 | 11.9 | -0.5 | -3.9 | -2.0 | i | 1.0
O=CNC(Cc1ccccc1)C(=O)O (stereo not drawn) | 0.3 | -4.2 | 4.3 | 1.1 | -8.0 | -7.9 | 0.9 | i | 0.8
CC(=O)c1cccc(CN2CCN(C3CCCC3)C(CCO)C2)c1 (stereo not drawn) | -0.2 | 2.7 | -2.3 | 2.8 | -6.6 | 3.7 | -3.1 | i | -0.8
CCOC(=O)N1CCN(C(=O)C2CCN(S(=O)(=O)c3cc(Cl)ccc3OCC)CC2)CC1 | -0.4 | 0.7 | -4.5 | -0.9 | -0.2 | -5.6 | 3.0 | i | 0.5
COc1ccc(C(=O)CSc2nnc(-c3ccco3)o2)cc1 | -0.2 | -4.5 | -2.2 | -17.6 | -1.9 | -1.5 | 1.5 | i | -0.1
Cc1ccc(S(=O)(=O)Nc2ncc(C(F)(F)F)cc2Cl)cc1 | -0.3 | -3.1 | -5.4 | 1.9 | 1.9 | -0.2 | 0.6 | i | -0.8
CCCNC(=O)C1(C)CCN(C(=O)/C=C/c2ccccc2)C1 (stereo not drawn) | -0.4 | -3.4 | -1.1 | -0.7 | -7.1 | 3.7 | -6.4 | i | -0.4
CCOc1ccc(NC(=S)C(C#N)=C2N(C)c3ccccc3N2C)cc1 | 0.0 | -1.6 | -1.4 | 7.1 | -0.6 | -1.4 | 2.1 | i | 4.1
Cc1ccc(S(=O)(=O)n2nc(-c3ccc(Cl)cc3)nc2NCc2ccco2)cc1 | -0.4 | 1.0 | -1.2 | -8.3 | 35.3 | -9.5 | -4.4 | i | 0.5
Cc1cc(C)cc(Nc2cc(C)nc3nc(C)nn23)c1 | -1.5 | -4.2 | -0.2 | 5.5 | 0.0 | 2.3 | -3.7 | i | 0.2
COc1cc(C2C(C(=O)c3ccc(C)o3)=C(O)C(=O)N2Cc2cccnc2)ccc1O (stereo not drawn) | -0.8 | 0.4 | -0.5 | 10.1 | -7.9 | 0.2 | -0.4 | i | 1.6

# The closing 2 entries of the part above open the next one:
Compound | TbMetRS inhib | CSN inh | bovine MsrA act | MLLE-PAM2 inh | FAS TE block | eLon inh | Rin1 Abl inh | Neddyl block | MsrA inhibitor
Cc1cc(C)cc(Nc2cc(C)nc3nc(C)nn23)c1 | -1.5 | -4.2 | -0.2 | 5.5 | 0.0 | 2.3 | -3.7 | i | 0.2
COc1cc(C2C(C(=O)c3ccc(C)o3)=C(O)C(=O)N2Cc2cccnc2)ccc1O (stereo not drawn) | -0.8 | 0.4 | -0.5 | 10.1 | -7.9 | 0.2 | -0.4 | i | 1.6
Cc1ccc(-c2nnc3sc(C4COc5ccccc5O4)nn23)cc1 (stereo not drawn) | -0.9 | 5.5 | 0.5 | -27.4 | 23.1 | 4.3 | -2.3 | i | 0.5
CC(=O)C[C@H](O)CC(=O)[C@@H]1OC(=O)[C@@H](C)C/C=C\Cc2ccccc21 | 0.2 | -4.5 | -1.1 | 18.5 | -8.7 | -4.3 | -1.3 | i | -0.4
CC(=O)NC(Cc1ccccc1)C(=O)N1CCN(C(=S)NCC(C)C)CC1 (stereo not drawn) | -0.4 | 2.4 | -1.9 | -67.2 | -2.3 | -4.9 | 0.9 | i | 0.4
N#Cc1nc(-c2cccc3ccccc23)oc1NCCN1CCCCC1 | 0.2 | 4.0 | 2.1 | 1.6 | -0.8 | 2.7 | -0.8 | x | 1.1
CC(NC(=O)C1CCCN(C(=O)N(C)C)C1)c1ccccc1 (stereo not drawn) | 0.5 | 3.3 | -0.9 | -8.5 | -8.9 | -2.7 | 1.4 | i | -1.6
O=C(Cn1cnc2ccccc21)Nc1ccc2c(c1)OCCCO2 | 0.4 | -3.1 | -1.6 | -4.5 | -7.5 | -8.3 | 3.0 | i | 0.1
CCN(CC)C(=O)CSc1nc(O)c(Cc2ccccc2)c(=O)n1-c1ccccc1 | -0.2 | 0.6 | -2.0 | 23.6 | -4.1 | -7.2 | -3.0 | i | -0.4
O=C(COC(=O)CNC(=O)c1ccc(Cl)cc1Cl)NNC(=O)c1ccccc1F | -0.1 | 1.6 | -4.7 | 1.2 | -3.0 | 8.9 | -0.8 | i | 1.1
CC(C)S(=O)(=O)c1csc(C(=O)NNC(=O)Nc2ccccc2)c1Cl | -0.2 | 3.5 | -1.4 | -9.9 | -3.2 | -4.9 | 0.8 | i | -0.2
COc1ccc(-c2cc(CCCC(=O)NCCc3ccc(OC)cc3OC)no2)cc1 | 1.2 | -2.5 | -1.4 | -7.9 | -0.8 | 0.1 | 0.9 | i | -0.8
COC(=O)c1[nH]c2ccc(F)cc2c1NC(=O)CCN1CC(C)OC(C)C1 (stereo not drawn) | 0.1 | 0.5 | -3.2 | -6.6 | -2.1 | -2.2 | 0.7 | i | -0.5
COc1ccc2c(c1)c(C(C)=O)c(C)n2-c1ccccc1OC | -0.2 | 0.8 | -1.6 | 4.9 | 15.1 | 8.2 | 0.2 | i | 0.9

# More results follow:
# Every second line gives: TbMetRS inhib	CSN inh	bovine MsrA act	MLLE-PAM2 inh	FAS TE block	eLon inh	Rin1 Abl inh	Neddyl block	MsrA inhibitor
CC1(C)CC(=O)C(C=Nc2ccccc2)=C(O)C1
  -0.9	-1.6	-7.0	5.7	-11.8	-4.0	-3.2	i	4.3
CCC(OC(=O)c1cccs1)C(=O)NCc1ccc2c(c1)OCO2 (stereo not drawn)
  -1.4	5.3	3.1	7.9	3.9	-2.7	3.8	i	0.3
Cc1cccc(NC(=O)CN2CCN(C(=O)c3cc(C4CC4)nn3-c3ccccc3)CC2)c1C
  -0.3	4.5	-11.8	8.2	-7.4	0.3	1.1	i	0.6
Cc1nn(CCCC(=O)Nc2nccs2)c(C)c1[N+](=O)[O-]
  0.3	-1.5	-3.3	3.5	-3.3	-10.7	0.3	i	1.1
Cc1ccc(CNC(=O)CCCN2C(=S)NC(C)(C)CC2C)cc1 (stereo not drawn)
  -0.1	8.2	-2.8	-69.6	-4.4	5.2	-5.5	i	-1.1
O=C(OCc1ccc([N+](=O)[O-])cc1)c1ccccn1
  -0.6	6.6	-5.6	3.9	-3.2	-3.2	-3.1	i	-1.1
CSc1cccc(NC(=S)N(CCCN2CCC(C)CC2)Cc2cccs2)c1
  -0.2	-2.5	-4.2	-76.9	8.0	-6.0	0.9	i	0.0
CC(=O)Nc1ccc(S(=O)(=O)NCCC(=O)Nc2ccc(C)c(Cl)c2)cc1
  0.4	-1.6	-8.9	4.8	-4.8	2.2	2.6	i	-1.6
CCOC(=O)CN(C(=O)CNC(=O)c1cccs1)C(C(=O)NC1CCCCC1)c1cccnc1 (stereo not drawn)
  -0.9	1.1	-10.0	-2.5	-13.3	1.0	-0.7	i	-1.1
Cc1cccc(C)c1NC(=O)CN(C)C(=O)c1ccc2c(=O)n3c(nc2c1)CCC3
  0.1	-1.5	-1.1	-10.4	-4.4	-20.1	2.6	i	0.8
O=C(N/N=C/c1cc([N+](=O)[O-])ccc1O)C12CC3CC(CC(C3)C1)C2
  -0.6	2.4	-5.3	-0.4	21.5	-8.7	-0.5	i	1.9
CCn1c(=O)c2cc(S(=O)(=O)NC3CCCCC3)ccc2n(CC)c1=O
  -0.7	1.2	-0.1	10.0	-0.5	11.1	3.1	i	-0.7
CC1=C(C(=O)N(C(C)C)C(C)C)CC(CC(=O)NCc2ccco2)C(=O)N1CCCN1CCCC1=O (stereo not drawn)
  -0.4	2.7	-2.3	-0.7	-7.7	-14.4	3.4	i	-1.6
O=C(COc1ccccc1)Nc1nnc(-c2ccco2)o1
  -1.2	-5.2	-8.8	3.6	-4.8	-5.0	-5.2	i	-0.5
O=C1CCCc2c1ccc1ccccc21
  0.1	0.0	-2.3	-9.2	-3.8	-1.4	-0.8	i	0.7
Cc1cc2nc(-c3ccc(SCC(=O)Nc4ccc(S(=O)(=O)N5CCCC5)cc4)nc3)[nH]c2cc1C
  -0.2	14.0	-8.2	-64.1	6.3	-26.1	-10.2	i	5.0*
COc1cccc(CNC(=O)CCNS(=O)(=O)c2ccc(C)cc2)c1
  -0.4	-4.5	-2.3	-0.3	-4.7	-6.5	1.0	i	-0.8
CC1=C(C(=O)Nc2ccccc2)C(c2cccs2)n2nnnc2N1 (stereo not drawn)
  -0.5	-1.2	-4.3	-7.5	-7.1	-7.3	-2.6	i	0.0
CN(CC(=O)O/N=C(\N)c1ccc(Br)cc1)S(=O)(=O)c1ccccc1
  0.0	-5.1	-2.1	5.6	9.4	-16.6	-3.4	i	-1.0
O=C(NCCc1ccccc1)/C(=C\c1ccc([N+](=O)[O-])cc1)NC(=O)c1ccco1
  -0.3	4.7	-2.8	-15.1	44.6	-98.7	1.4	i	2.6
COc1ccc(/C=N/NC(=O)c2ccc(O)cc2O)cc1CSc1ccccn1
  0.1	10.7	-8.3	-5.7	-1.6	-4.5	-0.5	+	3.3
NS(=O)(=O)c1ccc(CCNc2nn3c(-c4ccc(F)c(Cl)c4)cnc3s2)cc1
  0.0	1.9	-2.0	-5.0	4.9	-6.5	0.5	i	0.1
O=C(Cc1c(F)c(F)c(F)c(F)c1F)OC12CC3CC(C1)C(=O)C(C3)C2
  0.5	1.3	2.4	3.3	12.7	0.7	4.7	i	0.6
CCCCc1ccc(NC(=O)N[C@H](C(=O)O)C(C)C)cc1
  -0.3	-3.7	0.6	2.4	-6.5	-1.4	1.5	i	0.5
Cn1cc(CN2CCC(n3nccc3NC(=O)c3ccccc3Cl)CC2)c2ccccc21
  -0.4	-0.1	-8.0	-1.0	-2.7	4.6	4.9	i	-0.3
CCCC(C)NC(=O)c1c2c(nc3ccccc13)CCC2 (stereo not drawn)
  0.5	11.1	-5.5	-11.6	-6.5	-9.6	4.0	i	0.0
CCOc1ccc(NC(=O)CSc2ncc(-c3ccc(F)cc3)n2Cc2ccco2)cc1
  -1.5	4.1	-7.6	-97.0	21.2	8.6	-0.2	i	1.5
O=C(NCCCN1CCCCC1)c1ccc(CS(=O)c2ccc(Cl)cc2)o1 (stereo not drawn)
  -0.2	-2.0	-9.3	8.6	-9.4	-11.7	-2.1	i	0.1
CC(C)N1C(=O)C2C(C(=O)NC3CCCCC3)C3C=CC2(O3)C1C(=O)NC1CCCCC1 (stereo not drawn)
  -0.6	0.9	1.8	2.4	0.0	3.7	0.6	i	0.3
Cc1noc(C)c1-c1ccc(C(=O)NCc2ccco2)c2occc12
  0.2	1.0	-3.6	6.4	-6.0	0.3	2.5	i	0.9

# Entries listed above shown as hits in Neddyl block.
smiles	TbMetRS inhib	CSN inh	bovine MsrA act	MLLE-PAM2 inh	eLon inh	Rin1 Abl inh	Neddyl block	MsrA inhibitor
COc1ccc(/C=N/NC(=O)c2ccc(O)cc2O)cc1CSc1ccccn1	0.1	10.7	-8.3	-5.7	-4.5	-0.5	+	3.3
